LEDGF integ inh: blocks HIV-1 LEDGF/p75-dependent DNA integration; TR-FRET IN-LEDGF/p75 DNA integration, Eu/Cy5; inhibition, % at 3.7 µM; 370,000 compounds, 0.64% hits; AID 743269;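 active means inhibition above the screen-wide mean plus 3 SD, cut at about 13% in these data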;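 further: signal is the Cy5 over europium emission ratio at 671 and 618 nm; 0% = plate median of compound wells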
PRMT1 inh: inhibitors of human PRMT1 | AID 652257 | recombinant PRMT1, activity-based probe fluorescence polarization | 370,000 compounds, 1.3% hits | Q99873 | inhibition, % at 2.79 µM;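 active means inhibition above about 21% made by adding two undisclosed values, limit read from the data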
Target sequence (Q99873 whole entry, looked up): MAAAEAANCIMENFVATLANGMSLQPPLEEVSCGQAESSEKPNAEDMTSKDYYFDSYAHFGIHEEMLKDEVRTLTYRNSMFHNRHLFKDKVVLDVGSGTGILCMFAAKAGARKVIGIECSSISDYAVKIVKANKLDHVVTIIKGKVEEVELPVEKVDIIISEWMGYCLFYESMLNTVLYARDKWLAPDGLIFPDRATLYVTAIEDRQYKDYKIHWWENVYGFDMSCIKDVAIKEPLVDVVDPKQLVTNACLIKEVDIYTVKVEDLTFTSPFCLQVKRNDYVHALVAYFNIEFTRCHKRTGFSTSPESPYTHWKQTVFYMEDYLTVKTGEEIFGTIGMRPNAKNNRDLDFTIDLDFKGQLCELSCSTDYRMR
DDE Tn7 FP inh: inhibitors of Tn7 peptide binding to human fibrin DD(E); P02675; FP displacement of FITC-Tn7 peptide from fibrin DD(E); 0% = median of compound wells per plate; inhibition, % at 8.3 µM; 370,000 compounds, 0.13% hits; AID 720508;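 active means inhibition above the mean of compounds falling within the control limits plus 3 SD of them, cut at about 14% in these data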;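 further: 0% = plate median of compound wells and 100% = 10 µM Aha-Tn7 peptide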
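Test system – human fibrin DD(E) · Times – 10 min preincubation, 3 h with tracer, room temperature · Detection – fluorescence polarization of the labelled Tn7 tracer · Measure – percent inhibition normalized to high-control wells · Benchmarks – high control wells with 10 µM unlabelled Aha-Tn7 peptide (full inhibition) · Repeats – singlicate testing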
UHRF1 MBD2 ctr: blocks human UHRF1 binding to methylated DNA. UHRF1 binding to methylated oligo, TR-FRET. 370,000 compounds, 0.75% hits. Q96T88. inhibition, % at 4.4 µM. AID 687016; in the data active means inhibition above about 21%;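 further: UHRF1 SRA domain binding a hemimethylated CpG hairpin DNA probe; 0% = median of test compound wells and 100% = reference inhibitor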
mABHD4 FP: inhibits mouse alpha/beta hydrolase domain 4 | inhibition, % at 8.92 µM | 370,000 compounds, 0.54% hits | purified mABHD4, FP-Rh probe fluorescence polarization;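 active means inhibition exceeding the mean over every tested compound plus 3 SD, cut at about 30% in these data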;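 further: 0% = plate median of compound wells and 100% = S159A mutant with DMSO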
Target sequence (Q8VD66 whole entry, looked up, the tested form may be a part): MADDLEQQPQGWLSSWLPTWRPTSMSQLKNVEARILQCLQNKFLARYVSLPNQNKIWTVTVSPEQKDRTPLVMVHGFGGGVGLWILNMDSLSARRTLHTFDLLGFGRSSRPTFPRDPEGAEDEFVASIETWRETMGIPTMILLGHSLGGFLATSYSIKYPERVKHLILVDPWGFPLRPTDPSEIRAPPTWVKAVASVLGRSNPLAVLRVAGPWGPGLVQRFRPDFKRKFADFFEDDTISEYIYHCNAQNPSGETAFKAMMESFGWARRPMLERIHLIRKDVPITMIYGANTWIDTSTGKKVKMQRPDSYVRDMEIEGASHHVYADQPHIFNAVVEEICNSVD
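Assay system: mouse ABHD4 enzyme, wild type / Also added: fluorescent activity-based probe FP-Rh / Doses: single nominal dose of 8.92 µM, 0.89% DMSO final / Timing: 45 min compound pre-incubation plus 60 min probe step, 25 °C / Signal: FP readout, ex 525 nm / em 598 nm / Control set: S159A mutant/DMSO as 100%, compound-well median as 0%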
HTRA1 inhibitor: blocks human HTRA1 serine peptidase; inhibition, % at 5.96 µM; AID 504803; Q92743; 340,000 compounds, 0.5% hits; recombinant HTRA1, FP-rhodamine activity-based probe, fluorescence polarization; in the data active means inhibition above about 36%;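 further: 0% = enzyme with DMSO and 100% = wells lacking enzyme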
SIAE primary: human SIAE inhibition, primary screen. Q9HAT2. SIAE FP-Rh probe binding, fluorescence polarization. inhibition, % at 9.66 µM. 370,000 compounds, 0.69% hits. AID 1053197;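 active means inhibition above a cutoff: mean of compounds within the control limits plus 3 SD of those, cut at about 17% in these data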;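 further: 0% = plate median of compound wells and 100% = probe without SIAE protein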
PG9 binder: PG9 antibody binding by small molecule | TR-FRET gp120-PG9 antibody binding | inhibition, % at 6.7 µM | 360,000 compounds, 0.43% hits; in the data active means inhibition above about 8.5%
TDP2 absorb: TDP2 (human) inhibition, absorbance primary screen; inhibition, % at 12.8 µM; O95551; recombinant TDP2, T5PNP hydrolysis, p-nitrophenol absorbance 415 nm; 370,000 compounds, 0.34% hits; AID 720702;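 active means inhibition above the mean of all tested compounds plus 3 SD, set per campaign, cut at about 25% in these data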;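 further: 0% = DMSO with enzyme and 100% = buffer with substrate but no TDP2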
Target sequence (O95551 whole entry, looked up): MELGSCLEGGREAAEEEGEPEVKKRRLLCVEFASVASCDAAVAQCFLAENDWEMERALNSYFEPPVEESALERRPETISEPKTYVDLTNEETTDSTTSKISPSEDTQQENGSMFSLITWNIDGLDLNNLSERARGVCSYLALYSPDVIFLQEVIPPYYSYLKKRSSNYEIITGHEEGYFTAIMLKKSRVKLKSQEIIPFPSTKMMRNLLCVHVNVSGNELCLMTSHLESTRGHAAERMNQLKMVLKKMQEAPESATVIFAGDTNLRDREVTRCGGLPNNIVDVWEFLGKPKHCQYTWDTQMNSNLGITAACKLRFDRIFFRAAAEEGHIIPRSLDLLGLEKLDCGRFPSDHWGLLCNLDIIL
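Assay system: Recombinant human TDP2 | Quantity: 120 nM TDP2 per well | Incubation: 2 h at 37 °C | Signal: Epi absorbance | Evaluation: Percent inhibition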
TCR CD3 inh: blocks the human TCR-CD3 interaction; TAMRA-labeled TCR probe fluorescence, biochemical; inhibition, % at 9.4 µM; AID 651800; 360,000 compounds, 0.37% hits; in the data active means inhibition above about 19%;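 further: recombinant mutant TCR 2C K166C tagged with TAMRA read by polarization; 0% = receptor in buffer alone and 100% = receptor with positive control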
Active calls of the source: *; x = no result given. An unsorted share of the library. About 4.2% of those tested had a hit in this group.

SMILES	LEDGF integ inh	PRMT1 inh	DDE Tn7 FP inh	UHRF1 MBD2 ctr	mABHD4 FP	HTRA1 inhibitor	SIAE primary	PG9 binder	TDP2 absorb	TCR CD3 inh
CCOC(=O)c1c(NC(=O)C2Cc3ccccc3C(=O)O2)sc2c1CCCC2 (centres undefined)	3.2	0.8	-3.0	-1.9	4.8	-9.1	1.2	-1.4	-5.4	2.1
Cn1nnnc1SCc1ccc([N+](=O)[O-])cc1	-1.9	-2.6	5.4	0.4	6.7	1.1	-0.2	-2.1	9.8	3.4
CC(=O)C[C@@H](O)CC(=O)[C@H]1OC(=O)CCCCCCCCc2ccccc21	-2.0	1.2	0.9	0.7	-8.6	-7.6	4.4	0.8	7.1	-3.0
COC(=O)C1=CO[C@@H](O[C@@H]2O[C@H](CO)[C@@H](O)[C@H](O)[C@H]2O)C2C1CC(O)O[C@H]2C (some centres undefined)	-1.8	-1.9	-0.1	-2.9	-6.0	-1.7	-3.9	-0.1	-4.2	2.0
CCN(C)C(=O)CN1C(=O)C2CCCCN2C(=O)c2ccccc21 (centres undefined)	-4.3	1.1	-6.0	4.0	0.5	x	3.8	x	-14.5	x
CC(C)(C)OC(=O)N1CCC(c2c(C(=O)NCC3CCN(C4CCCC4)C3)cnn2-c2ccccc2Cl)CC1 (centres undefined)	4.2	0.4	-5.4	-2.2	2.1	7.9	-0.3	0.8	3.8	14.1
O=C(COC(=O)c1ccccc1C(=O)OCC(=O)NCCc1c[nH]c2ccccc12)NCCc1c[nH]c2ccccc12	-1.2	-1.0	-3.4	-0.4	-19.1	-20.3	7.3	-2.4	-11.8	0.2
O=[N+]([O-])c1ccc2[nH]c(O)c(N=NC(=S)NCC3CCCO3)c2c1 (centres undefined)	-2.1	-2.5	3.1	0.8	11.6	7.8	-13.0	-1.5	-1.9	2.5
CCOC(=O)N1CCN(C(=O)COc2cccc3c2CCN(Cc2ccc(F)cc2)C3=O)CC1	1.6	1.6	-3.8	0.4	4.5	-10.6	-1.3	-1.4	-3.2	-2.4
Cc1cccc(CN2CCC(Oc3ccc(C(=O)N4CCCCC4)cc3)CC2)c1	-0.3	1.6	0.5	-0.3	-2.6	0.3	3.2	-1.6	8.1	2.0
COC(=O)c1[nH]c2cccc(OC)c2c1NC(=O)CN1CCOCC1	-0.9	-0.7	0.6	-1.7	2.3	-4.0	-0.9	-1.3	0.1	-0.2
O=C(NC1CC2CCC(C1)N2C(=O)NCc1ccccc1)NC12CC3CC(CC(C3)C1)C2 (centres undefined)	1.5	2.4	4.3	2.9	-4.5	-4.5	-0.6	-2.2	-0.1	-1.6
O=C(CN1CCSc2ccccc21)NCCCc1ccccc1	-2.8	5.3	5.1	5.1	1.6	1.1	11.4	0.7	-10.1	0.5
CC(C)C[C@H]1CN([C@@H](CC(C)C)CN2CCCC2CN2C(=S)NC[C@@H]2Cc2ccc(O)cc2)C(=S)N1CC1CCCCCC1 (some centres undefined)	-1.4	-0.5	3.4	3.1	-2.9	-4.4	-2.0	-2.9	-1.0	1.9
OCc1nc2ccccc2n1CC(O)COc1ccccc1 (centres undefined)	-1.2	6.0	-5.5	4.0	-9.4	8.0	-7.1	-1.3	-19.9	-5.9
Cc1cc(C)c(S(=O)(=O)N2CCOC2CNC(=O)C(=O)NCc2cccnc2)c(C)c1 (centres undefined)	5.0	-3.9	8.4	-0.1	-3.9	1.4	4.7	1.1	1.9	1.1
COC(=O)c1ccc(C)c(-n2c(=O)n(Cc3ccccc3)c(=O)c3[nH]cnc32)c1	2.1	-3.3	0.9	-3.1	3.4	6.3	5.6	0.6	2.8	-2.1
O=C1CCCCC(=O)c2ccccc2N1	-0.9	-2.7	5.8	-0.5	-2.4	4.8	-0.3	-0.4	8.7	1.0
COc1ccccc1CN1Cc2cccc3c2[C@@H](CC1=O)[C@H](O)[C@H](O)C3	0.6	2.5	5.7	2.4	-1.9	11.6	3.8	-0.4	-3.5	-4.0
Cc1cccc(Nc2ccncc2S(N)(=O)=O)c1	3.8	-0.1	-2.4	-0.4	1.2	x	5.1	-2.1	-3.8	5.5
COC(=O)[C@@]1(Sc2ccc(OC)cc2)CC(=O)N[C@@H]1c1ccccc1	0.6	14.4	-2.0	5.7	-12.6	x	-5.8	0.9	-8.1	-10.1
C=CC[C@H](CC(=O)N(CCO)Cc1ccccc1)C(=O)N[C@H](C)COC(=O)[C@@H](CC=C)Cc1ccc(F)cc1	-0.7	-3.9	7.5	-3.0	-5.2	-2.0	5.2	1.0	-1.1	0.3
CC(C)(C)c1ccc(OC(=O)c2cccnc2)cc1	1.9	-1.9	-8.9	3.4	1.0	-4.2	-1.8	-0.8	-8.8	5.6
O=c1c2ccccc2oc2ccc(C#CC3(O)CCCCC3)cc12	2.7	0.6	-6.5	1.2	-19.1	-80.6	-11.4	-2.2	0.9	2.6
COc1ccc(N(C)C(=O)c2cc3c(s2)-c2ccccc2S(=O)(=O)C3)cc1	4.4	-2.7	-10.2	-1.0	3.0	-2.2	2.6	0.3	3.4	2.0
COc1ccc(C)cc1NC(=O)C(Sc1nnc(Nc2ccccc2F)s1)c1ccccc1 (centres undefined)	0.6	4.4	-0.2	-1.2	-45.7	-91.0	-34.4	-0.7	1.9	-0.8
CSc1ccccc1NC(=O)c1cccc(S(=O)(=O)N2CCN(C)CC2)c1	-3.1	4.2	4.4	4.9	-3.0	3.9	6.0	-0.6	5.2	-4.2
Cc1cc[n+](-c2[nH]c(=O)sc2/C=N/N=C(\[O-])c2ccncc2)cc1	3.5	15.7	-7.2	-8.6	2.8	7.5	1.9	-7.6	-23.2	-4.8
CCCn1nnc(NC(=O)COc2ccc(CC)cc2)n1	0.2	1.9	-4.6	1.1	-2.4	-3.6	-7.0	0.7	-11.8	6.7
O=C(Cn1cnc2c(cnn2-c2ccc(F)cc2)c1=O)OCc1ccccc1	1.2	-2.5	0.1	-1.3	-0.8	6.0	-37.8	0.6	5.2	6.2
COc1ccc([C@@H]2[C@@H]3C(=O)N(C(C)(C)C)C(=O)[C@@H]3[C@]3(Cc4ccccc4)C(=O)N(c4cccc(Cl)c4)C(=O)N23)cc1	2.1	4.7	-0.9	4.7	-21.7	-43.0	-6.5	1.2	-16.7	-3.5
CCCc1c(C)[nH]c2ccc(NC(C)=O)cc2c1=O	-1.6	-1.1	-1.6	3.2	3.8	8.0	5.5	-0.2	7.4	2.8
O=C(C1=NN[C@@H]2C(=O)N(Cc3ccccc3)C(=O)[C@H]12)c1ccc(F)cc1	0.7	-1.8	4.2	2.2	-5.8	x	5.0	0.8	4.4	2.6
Cc1ccc(C)n1-n1cnc2sc3c(c2c1=O)CCC3	6.9	0.0	5.0	0.3	-3.6	1.6	1.2	-0.8	-14.4	-1.7
CCCN1C(=O)/C(=C/c2ccc(C)s2)SC1=Nc1ccc(OC)cc1	-1.2	0.1	-0.8	-1.1	2.8	4.3	3.1	0.7	-1.6	6.1
O=C(COc1ccc(S(=O)(=O)NCc2ccccc2)cc1)N1CCOCC1	2.1	-1.1	7.2	8.7	-1.1	-5.6	-7.8	2.8	-16.0	-7.1
CCCCCCCCN1CCS(=O)(=O)N(Cc2ccccc2)C(C(=O)OC)C1 (centres undefined)	-0.6	-0.9	2.3	-1.1	-1.9	x	-1.2	x	-2.5	x
CSc1nsc(SC)c1C(=O)OCC(F)(F)F	-1.8	-1.3	-5.0	-0.9	-3.4	-1.4	2.4	-2.1	7.3	1.0
CC(=O)Oc1ccc(N2C(=O)C3C(C2=O)C2C=CC3C23CC3)cc1[N+](=O)[O-] (centres undefined)	0.2	1.1	4.9	-0.3	-4.0	3.6	-6.3	-0.7	-3.0	-0.4
Cc1ccccc1N(C=O)c1ccccc1C	-1.9	-3.9	-6.8	-1.1	-0.9	-4.2	2.5	-2.4	-10.2	0.1
O=C1CC2(CCN(C(=O)COc3ccccc3)CC2)Oc2ccccc21	-0.7	-0.1	0.4	-0.3	-1.6	-0.8	-2.6	-1.2	-8.0	1.3
CC(=O)N1CCCN(Cc2cn(-c3cccc(C)c3)nc2-c2cccc(F)c2)CC1	-5.0	4.2	3.8	1.1	-5.4	-67.6	-1.9	2.4	-13.5	-0.5
O=C(O)C1OC(C(=O)O)C(C(=O)O)C1C(=O)O (centres undefined)	4.0	-4.1	-2.9	1.0	0.7	1.0	-1.3	-2.5	0.4	4.2
O=C(CN(Cc1ccc(Br)cc1)S(=O)(=O)c1ccccc1)NCc1cccnc1	0.1	-0.5	-1.6	-0.8	0.7	-6.0	1.1	0.5	18.9	10.3
Cc1nc2ccccc2nc(=O)c1NNc1ccc([N+](=O)[O-])cc1	-1.0	3.1	3.7	-3.2	-0.1	-8.8	-1.2	-2.3	-8.2	-1.5
C#Cc1ccc([C@@H]2C=C(C(=O)N3CCN(Cc4ccc5c(c4)OCO5)CC3)O[C@H](OCCCCO)C2)cc1	-0.3	-1.1	-2.7	-1.2	12.6	1.8	-0.5	0.9	-5.5	7.4
CC1(CC(=O)O)SC(=O)NC1=O (centres undefined)	-2.7	1.8	-2.9	0.2	4.3	7.9	1.2	-0.8	-5.4	-4.4
Cc1ccc(NC(=O)CN2C(=O)CSC2=O)cc1	1.2	-0.6	0.1	0.0	0.8	0.4	-4.6	-1.4	-0.3	3.5
CCOc1cc(C(=O)N[C@@H](C)C(=O)N2CCC3(CC2)NCCc2[nH]cnc23)cc(OCC)c1OCC	-0.4	-1.3	0.2	-1.8	8.4	3.8	1.9	-2.7	9.2	5.8
C=C(C)c1cccc(C(C)(C)NC(=O)N2CCCC(C)C2)c1 (centres undefined)	-1.0	-2.0	-2.3	-1.1	0.1	1.7	0.3	-2.5	0.3	0.7
CC(C)CNc1ncnc2c1ncn2[C@H]1CN(Cc2ccc(-c3ccccc3)cc2)C[C@@H](CO)O1	-1.5	-2.0	-1.0	-0.3	-2.3	x	-4.0	0.1	-1.1	-4.8

Some of the entries above, set out differently:
Structure | LEDGF integ inh | PRMT1 inh | DDE Tn7 FP inh | UHRF1 MBD2 ctr | mABHD4 FP | HTRA1 inhibitor | SIAE primary | PG9 binder | TDP2 absorb | TCR CD3 inh
O=C(CN(Cc1ccc(Br)cc1)S(=O)(=O)c1ccccc1)NCc1cccnc1 | 0.1 | -0.5 | -1.6 | -0.8 | 0.7 | -6.0 | 1.1 | 0.5 | 18.9 | 10.3
Cc1nc2ccccc2nc(=O)c1NNc1ccc([N+](=O)[O-])cc1 | -1.0 | 3.1 | 3.7 | -3.2 | -0.1 | -8.8 | -1.2 | -2.3 | -8.2 | -1.5
C#Cc1ccc([C@@H]2C=C(C(=O)N3CCN(Cc4ccc5c(c4)OCO5)CC3)O[C@H](OCCCCO)C2)cc1 | -0.3 | -1.1 | -2.7 | -1.2 | 12.6 | 1.8 | -0.5 | 0.9 | -5.5 | 7.4
